Screens: PubChem BioAssay, National Center for Advancing Translational Sciences (NCATS)
Lipid storage S3 = qHTS Assay for Lipid Storage Modulators in Drosophila S3 Cells. 320,000 compounds, 0.64% hits. Drosophila S3 cells, BODIPY lipid droplet fluorescence, 18-24 h; cells fed with added oleic acid. Potency in µM for hits, for the others lipid storage change, negative = inhibition, % at the top dose, mostly 46.1 µM. AID 2685, 2010; active means well fitted inhibition curve with a large enough effect in the signal ratio, with a control signal flat, not every such curve was filed as active; inconclusive means small, poorly fitted or top-dose-only effect, or effect the other way, or a change in a side signal; the % refers to the signal ratio
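Laser-scanning cytometry quantifies lipid droplet accumulation (500–530 nm total intensity; droplet/cell object ratio) in oleic acid-fed (400 uM added) Drosophila S3 cells treated with a concentration series. 20 uM Triacsin C defined 100% inhibition.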
Lipid storage S3 cell count max = recorded beside Lipid storage S3, whose call it bears; cell number change, %; measured here: cell count max response;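 cells counted by Cell Tracker Red CMTPX staining in the red channel; peak over a dose series mostly up to 46.1 µM; percent activity relative to internal control wells on each plate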
* marks the source's active call; other numbers are inactive results; i = inactive; ? = inconclusive; / = not tested or not shown; [ ] = remark or other dose. On the % scale 0 is the no-effect control and ±100 the full control effect; potency means the concentration at half of the fitted maximal effect. A portion of the library; rates above refer to the full screens.

Value order – Lipid storage S3 cell count max, Lipid storage S3
1) CCc1ccc(CN2CCC(Oc3ccc(C(=O)NCc4ccccn4)cc3)CC2)o1
  /, ?
2) CCn1c(SCC(=O)O)nnc1-c1cccnc1
  12, 23%
3) COc1ccccc1C(=O)Nc1cc(C)ccc1NC(=O)c1ccco1
  /, 10%
4) Cc1ccc(OCC(O)CNS(=O)(=O)c2ccccc2C(=O)N2CCCCC2)cc1 (stereo not drawn)
  /, ?
5) CC(=O)C1=C(c2ccccc2)OC(N)=C(C#N)C1c1ccccc1C (stereo not drawn)
  10, 6%
6) O=[N+]([O-])c1ccccc1/C=C/C=N/n1c(-c2cc(-c3ccccc3)n[nH]2)n[nH]c1=S
  /, ?
7) O=C(/C=C/c1ccc(Cl)cc1)N1CCN(c2ncccn2)CC1
  /, ?
8) CC(CN1CCOCC1)OC(=O)C(c1ccccc1)c1ccccc1 (stereo not drawn)
  -1, -1%
9) COc1ccc(C2C(C(=O)NCc3cccnc3)c3ccccc3C(=O)N2C)cc1OC (stereo not drawn)
  -17*, 2.6µM*
10) O=C(CSc1nncs1)Nc1nnc(-c2ccccc2)o1
  /, ?
11) O=C(NNC(=S)NC(=O)c1cccc([N+](=O)[O-])c1)c1ccc(Br)cc1
  /, ?
12) CCOC(=O)c1sc2ccc(S(=O)(=O)N3CCOCC3)cc2c1N
  -12, -16%
13) COc1ccccc1CCNC(=O)C(=O)NCC1OCCN1S(=O)(=O)c1ccc(Br)cc1 (stereo not drawn)
  /, ?
14) COc1cc2cc(C)c(SCC(=O)N3CCOCC3)nc2cc1OC
  /, ?
15) CC(C)Oc1cc(NC(=O)CS(=O)CC(=O)Nc2cccc(C(F)(F)F)c2)c(Cl)cc1Cl (stereo not drawn)
  /, ?
16) CC1(c2ccccc2)NC(=O)N(CC(=O)Nc2nc(-c3ccccn3)cs2)C1=O (stereo not drawn)
  8, -1%
17) Cc1ccccc1-c1noc(CCC(=O)NCC2CCCO2)n1 (stereo not drawn)
  /, ?
18) COc1ccccc1CN(C)C(=O)c1ccc(COc2ccccc2)cc1
  -2, -8%
19) COc1ccc(-n2cnc3ccccc3c2=O)c([N+](=O)[O-])c1
  7, -6%
20) Cc1ccc2c(c1)N(S(=O)(=O)c1ccc(CN3C(=O)c4cccnc4C3=O)s1)CCO2
  /, ?
21) O=C(NCc1ccccc1)c1cccc(NS(=O)(=O)c2cccc3cccnc23)c1
  /, ?
22) O=C(CCl)N(Cc1ccccc1)c1ccccc1
  /, ?
23) O=C(c1ccco1)N1CCN(C(c2ccccc2)c2nnnn2Cc2cccs2)CC1 (stereo not drawn)
  7, 23%
24) O=C(O)C1C2CCC(C2)C1C(=O)Nc1cccc([N+](=O)[O-])c1 (stereo not drawn)
  1, -8%
25) O=C(Nc1nc(-c2ccccc2)cs1)c1ccc(=O)[nH]c1
  /, ?
26) O=C(O)c1cccc(NC(=O)c2cccc(S(=O)(=O)N3CCCCC3)c2)c1
  /, ?
27) CC(=O)C1=C(C)NC(=O)CC1c1ccc(Br)cc1 (stereo not drawn)
  5, 5%
28) CCNCc1cc(Br)c(OCC(=O)Nc2ccccc2)c(OC)c1
  1, 7%
29) Cc1cc(C)c(S(=O)(=O)c2cc(F)ccc2C)c(=O)[nH]1
  /, ?
30) CCN(CC)S(=O)(=O)c1ccc(C(=O)Nc2cc(C)cc(C)c2)cc1
  /, ?

Further records follow:
Value order – Lipid storage S3 cell count max, Lipid storage S3
31) COc1ccc(OC)c(NC(=O)CCCSc2ccccc2)c1
  -8, 28%
32) OCCOCCN1CCN(C2=Nc3ccccc3Sc3ccccc32)CC1
  /, ?
33) O=C(COC(=O)c1cccc2c1C(=O)c1ccccc1C2=O)NC1CCCCC1
  /, ?
34) OCC[C@@H]1C[C@H](O)[C@@H](O)[C@@]2(OCCc3ccccc32)O1
  /, ?
35) COc1ccc(CCN(C)Cc2c(O)ccc3ccccc23)cc1OC
  -23, -5%
36) Cc1cccc(-n2cc(-c3ccccc3)c3c(=O)[nH]cnc32)c1
  /, ?
37) COc1ccc2c(c1)SC(C)CC2=O (stereo not drawn)
  -25, i
38) COc1ccc(/C=C/C(=O)c2cccc(-n3cnnn3)c2)cc1O
  /, ?
39) O=C(CSC1=NS(=O)(=O)c2ccccc2N1)NCc1ccc(F)cc1
  /, ?
40) NS(=O)(=O)OCc1ccc(C(F)(F)F)cc1
  10, 11%
41) COc1c2c(cc3oc(=O)ccc13)OC(C)(C)C=C2
  /, ?
42) CCC1CCCCN1CCCNC(=O)C1CCN(Cc2nc(-c3ccc(Cl)cc3)oc2C)CC1 (stereo not drawn)
  /, ?
43) O=C1CC(Sc2nnc(-c3ccccc3O)o2)C(=O)N1c1ccccc1 (stereo not drawn)
  /, ?
44) Cc1cc(N)n(-c2ccc(S(=O)(=O)N3CCOCC3)cc2[N+](=O)[O-])n1
  9, -1%
45) COc1ccc(NC(=O)c2cc(OC)c(OC)cc2OC)c(S(=O)(=O)N2CCOCC2)c1
  /, ?
46) CC(C)COP(=O)(OCC(C)C)C(O)c1ccc2c(c1)OCO2 (stereo not drawn)
  7, 3%
47) COc1ccccc1OCCOCCOc1ccccc1Cl
  2, 27%
48) O=C(Nc1ccc(Cl)cn1)c1cccc(S(=O)(=O)N2CCOCC2)c1
  -4, i
49) CCN(C(=O)CSc1nnc(-c2ccc(OC(F)F)cc2)n1N)C1CCS(=O)(=O)C1 (stereo not drawn)
  -15, 11%
50) CC(Oc1ccc(Cl)cc1Cl)C(=O)NC1=NN(c2ccccc2)C(=O)C1 (stereo not drawn)
  /, ?
51) Cc1ccc2c(COC(=O)CNC(=O)c3ccccc3)cc(=O)oc2c1
  6, 22%
52) CCSC1=N/C(=C\c2cccc(F)c2)C(=O)S1
  /, ?
53) O=C(O)c1ccc(CNS(=O)(=O)c2ccc(Oc3ccccc3Cl)cc2)cc1
  /, ?
54) Cc1[nH]c2ccc(F)cc2c1CCNC(=O)C1CCCCC1C(=O)OCC(F)(F)F (stereo not drawn)
  1, 28%
55) O=C(Nc1cc(-c2nc3ncccc3o2)ccc1Cl)c1ccc2c(c1)OCO2
  /, ?
56) O=C(CSCc1ccc([N+](=O)[O-])cc1)NN=C1CCCCCC1
  6, 3%
57) CC(C)CC(NC(=O)C(CO)NC(=O)C1CCC(=O)N1)C(N)=O (stereo not drawn)
  /, ?
58) COC(=O)CC1C(=O)NCCN1C(=S)Nc1ccccc1Cl (stereo not drawn)
  22, 6%
59) O=C(Nc1cccnc1)/C(N=Nc1ccc(Cl)c(C(F)(F)F)c1)=C(\O)c1ccccc1
  /, ?
60) CC(NCc1ccco1)C(=O)N1CCc2ccccc2C1 (stereo not drawn)
  /, ?

2 entries drawn at random from the list so far:
Value order – Lipid storage S3 cell count max, Lipid storage S3
58) COC(=O)CC1C(=O)NCCN1C(=S)Nc1ccccc1Cl (stereo not drawn)
  22, 6%
52) CCSC1=N/C(=C\c2cccc(F)c2)C(=O)S1
  /, ?

Full records from above.
`COc1ccc(CCN(C)Cc2c(O)ccc3ccccc23)cc1OC` reads Lipid storage S3 cell count max: -23; Lipid storage S3: -5%
`O=C(CSCc1ccc([N+](=O)[O-])cc1)NN=C1CCCCCC1` reads Lipid storage S3 cell count max: 6; Lipid storage S3: 3%

(cont.)
Value order – Lipid storage S3 cell count max, Lipid storage S3
61) O=C(CCc1nnc(C2CCCCC2)o1)N1CCN(Cc2ccccc2)CC1
  /, ?
62) CCOC(=O)c1sc2nccc(N(C)C)c2c1N=CNOCc1c(F)cccc1Cl
  /, ?
63) CCC(C)/C=C/C1=CC2=C(Cl)C(=O)C3(C)OC(=O)C(C(=O)C(C)C(C)O)C3C2=CO1 (stereo not drawn)
  -4, -1%
64) CCn1c(SCC(=O)NCc2ccco2)nc2c(c1=O)SC(C)C2 (stereo not drawn)
  /, ?
65) CC(=O)NCCOC(=O)Nc1cccnc1
  /, ?
66) COc1c(F)c(F)c(C(=O)Nc2ccc3oc(-c4ccncc4)nc3c2)c(F)c1F
  /, ?
67) CCCN(CC(=O)Nc1ccc(C(N)=O)cc1)CC(=O)Nc1cc(Cl)ccc1Cl
  /, ?
68) O=C(c1ccc2ccccc2c1)N1CCCC1
  /, ?
69) O=C(c1ccco1)N1CCN(C(c2ccccc2Cl)c2nnnn2Cc2cccs2)CC1 (stereo not drawn)
  /, ?
70) CCCC1(c2ccccc2)NC(=O)N(CC(=O)Nc2ccccc2C(F)(F)F)C1=O (stereo not drawn)
  /, ?
71) CCCCNC(=O)c1onc(CCl)c1C(=O)OC
  /, ?
72) CCN(CC)CC(=O)Nc1nn(-c2ccccc2)nc1C(N)=O
  -17, -15%
73) Cc1ccc(S(=O)(=O)CCN2CCN(c3ccccc3)CC2)cc1
  -10, i
74) COc1ccc(Cl)cc1NC(=O)CN(C)C(=O)CCC(=O)c1cc(C)sc1C
  /, ?
75) CN(Cc1ccccc1)c1ccc(C(CC(N)=O)NC(=O)Cc2cccc3ccccc23)cc1[N+](=O)[O-] (stereo not drawn)
  /, ?
76) O=C1C(=O)N(CCN2CCOCC2)C(c2cccc(Cl)c2)/C1=C(\O)c1ccc2c(c1)OCCO2 (stereo not drawn)
  11, -14%
77) Cc1nn(-c2ccccc2)c2sc(C(=O)OCC(=O)N3CCCCC3)cc12
  /, ?
78) Cc1ccc(CNS(=O)(=O)NCc2ccc(Cl)cc2)cc1
  /, ?
79) COc1ccc(C(=O)NCC(c2cccnc2)N2CCN(c3ccccc3OC)CC2)cc1OC (stereo not drawn)
  /, ?
80) CCOc1ccc(NC(=O)c2ccc(-c3csc(C)n3)cc2)cc1
  -29, i
81) Cn1c(CNC(=O)c2ccco2)nnc1SCC(=O)c1ccccc1
  3, 8%
82) CCCN1C(=O)/C(=C2/C=Cc3ccccc3N2CC)SC1=S
  /, ?
83) FC(F)Sc1ccc(NC(=S)NC2CCCCC2)cc1
  /, ?
84) Cc1ccc(C(=O)Nc2nnc(C)s2)o1
  /, ?
85) CCCCn1c(N)c(N(CC(C)C)C(=O)CSc2nnc(-c3ccc(Cl)cc3)o2)c(=O)[nH]c1=O
  /, ?
86) Nc1ccc(C(=O)OCC(=O)NC(=O)c2ccccc2)cc1[N+](=O)[O-]
  /, ?
87) CCCC(=O)C1=C(O)C(C(=O)OC)C(C)(C)CC1=NC(C)C (stereo not drawn)
  6, 0%
88) C=CCN(CC=C)C(=O)c1ccc(OC2CCN(Cc3ccccn3)CC2)cc1
  9, 15%
89) Nc1nccnc1C(=O)OCC(=O)Nc1cccc(S(=O)(=O)N2CCCCC2)c1
  -6, -3%
90) Cc1ccc(-c2nnn(CCC(=O)N3CCCCC3C)n2)cc1 (stereo not drawn)
  10, 5%

Part of the list above, with one line to a screen:
79: COc1ccc(C(=O)NCC(c2cccnc2)N2CCN(c3ccccc3OC)CC2)cc1OC (stereo not drawn)
80: CCOc1ccc(NC(=O)c2ccc(-c3csc(C)n3)cc2)cc1
81: Cn1c(CNC(=O)c2ccco2)nnc1SCC(=O)c1ccccc1
82: CCCN1C(=O)/C(=C2/C=Cc3ccccc3N2CC)SC1=S
83: FC(F)Sc1ccc(NC(=S)NC2CCCCC2)cc1
84: Cc1ccc(C(=O)Nc2nnc(C)s2)o1
85: CCCCn1c(N)c(N(CC(C)C)C(=O)CSc2nnc(-c3ccc(Cl)cc3)o2)c(=O)[nH]c1=O

entry no.	79	80	81	82	83	84	85
Lipid storage S3 cell count max	/	-29	3	/	/	/	/
Lipid storage S3	?	i	8%	?	?	?	?

Carrying on:
Value order – Lipid storage S3 cell count max, Lipid storage S3
91) CCN(CC)S(=O)(=O)c1ccc(-c2nnc(SCC(=O)N3CCOCC3)o2)cc1
  2, -1%
92) CCc1nc(SCc2cc(Cl)ccc2OC)n[nH]1
  /, ?
93) Nc1ccc2c(c1)COc1ccccc1O2
  -27, 12%
94) CC1CCN(CCOc2ccc(Cl)c(Cl)c2)CC1
  /, ?
95) COc1ccc(S(=O)(=O)N(CC(=O)O)Cc2ccccc2)cc1OC
  2, -4%
96) CCS(=O)(=O)c1ccc2c(c1)NC(=O)C(CCCl)O2 (stereo not drawn)
  -1, 4%
97) CN=C(c1ccco1)n1c(=S)nc(-c2ccco2)n(C)c1=S
  0, 7%
98) COc1ccc(C2CC(C)=C(C#N)S(=O)(=O)C2C#N)cc1 (stereo not drawn)
  /, ?
99) Cc1cc(O)c(C(C)C)cc1NS(=O)(=O)c1ccccc1
  -16, i
100) CN(CC(=O)NC(=O)NCc1ccco1)CC(=O)Nc1ccccc1Cl
  1, -2%
101) O=C(CSc1ccc(F)cc1)NNC(=O)c1ccccc1Br
  6, i
102) CC(C)CC(NC(=O)C1CCCCC1)C(=O)NC(C)c1ccccc1 (stereo not drawn)
  19, 3%
103) CN=C1S/C(=C\c2ccc(N3CCCC3)c(F)c2)C(=O)N1C
  2, 4%[9.22 µM]
104) Cc1ccc(COc2ccc(/C=N/NC(=O)c3ccc(CN4CCOCC4)cc3)cc2)cc1
  0, -5%
105) COc1ccccc1OCC(=O)Nc1ccc(NC(=O)COc2ccccc2OC)cc1
  -9, -14%
106) CCOC(=O)c1ccccc1NC(=O)CSc1nnc(COc2ccccc2)n1CC
  -5, 9%
107) CCN1CCN(S(=O)(=O)c2cc3c(cc2Cl)NC(=O)CO3)CC1
  /, ?
108) O=C1C=C(Nc2ccc(F)cc2)c2ccccc2C1=O
  /, ?
109) Cc1ccc(NC(=O)c2noc3c2CC(C(C)(C)C)CC3)cc1 (stereo not drawn)
  /, ?
110) O=c1c(F)cn(C2CCCO2)c(=O)n1Cc1ccccc1Cl (stereo not drawn)
  /, ?
111) c1ccc(-c2nn3c(C4CCCCC4)nnc3s2)cc1
  /, ?
112) O=C(NCc1ccccc1)c1ccc(CS(=O)(=O)c2ccccc2)o1
  /, ?
